# PV pol inh: poliovirus RNA polymerase inhibition; % elongation, % (compound at 16.7 µg/mL); poliovirus polymerase elongation, fluorescence polarization; active compounds read low; AID 588519; 0.66% of 150,000 active; P03300; in the data active = % elongation below about 90%; also: some results filed as inactive read as strong as hits
# Target sequence (P03300 1749-2209 limits assumed): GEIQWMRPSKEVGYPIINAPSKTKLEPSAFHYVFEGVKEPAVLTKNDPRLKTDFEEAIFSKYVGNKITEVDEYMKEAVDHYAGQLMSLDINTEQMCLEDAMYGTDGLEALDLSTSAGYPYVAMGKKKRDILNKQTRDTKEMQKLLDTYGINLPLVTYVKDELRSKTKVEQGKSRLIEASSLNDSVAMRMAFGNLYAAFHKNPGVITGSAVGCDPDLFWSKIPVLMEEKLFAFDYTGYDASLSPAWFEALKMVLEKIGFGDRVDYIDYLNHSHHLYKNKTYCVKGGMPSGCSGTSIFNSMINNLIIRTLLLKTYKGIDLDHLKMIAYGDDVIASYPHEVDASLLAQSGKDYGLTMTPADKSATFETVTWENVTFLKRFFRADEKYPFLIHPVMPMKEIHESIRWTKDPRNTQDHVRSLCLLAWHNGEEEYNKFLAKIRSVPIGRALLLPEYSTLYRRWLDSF
# PV pol inh FP z-score: further read-out of PV pol inh, marked with its call; z-score; measured here: FP z-score; hits read low
# * = called active by the depositor; & = joins results of further samples.
SMILES,PV pol inh,PV pol inh FP z-score
COc1cc2c(cc1OC)C(COc1ccc(F)cc1)N(C(=O)C(C)C)CC2 (stereo not given),109.0,0.4
O=S(=O)(c1ccc(-c2ccccc2)cc1)N1CCOCC1,108.0,0.5
c1cn2cc(Cc3nnc4n3CCC4)nc2s1,101.0,-0.3
Oc1c(N=Nc2ccccc2)cc2c3c1CCCN3CCC2,98.0,-0.2
O=C(c1cc2sccc2n1Cc1ccccc1)N1CCN(c2ccccc2F)CC1,101.0,-0.1
CCOc1ccc(-c2cc(CCCC(=O)NCCc3ccccc3)no2)cc1,102.0,0.3
CC(=O)Nc1ccc(S(=O)(=O)N(C)CC(=O)OCc2cn3cc(Cl)ccc3n2)cc1,105.0,0.3
Cc1nc2nc(CNC(=O)c3cccc(F)c3)nn2c(C)c1CCC(=O)Nc1cccc(Cl)c1,111.0,0.8
COC(=O)c1ccc(Oc2ccc(Cl)cc2Cl)o1,102.0,-0.8
CCn1nnc2sc(-c3ccccc3)cc2c1=O,102.0,-0.1
CCOC(=O)c1cccc(NC(=O)C2CCCN(S(=O)(=O)c3cc(Br)cc4c3N(C(=O)CC)CC4)C2)c1 (stereo not given),106.0,0.2
Cc1cc(C)c(C(=O)Nc2ccccc2)c(SCC(=O)Nc2ccc(Br)cc2C)n1,106.0,0
COc1cccc(/C=C(\C#N)c2nc3ccc(C)cc3[nH]2)c1,105.0,0.2
O=c1cc(-c2ccccc2)nc(-c2ccc(Br)cc2)[nH]1,99.0,-0.5
CC(C)(C)NC(=O)c1ccc(COc2ccc(Cl)cc2Cl)o1,101.0,0.1
O=C(O)CCC(=O)N1CCN(c2nc(-c3ccccc3)c3cc(Br)ccc3n2)CC1,101.0,-0.2
COc1cccc(-c2nc(CS(=O)(=O)CC(=O)N3CCCCC3)c(C)o2)c1,98.0,-1.8
O=C(CSc1ccccn1)Nc1ccc(Cl)cc1,100.0,-0.2
COc1cc(OC)cc(C(=O)Nc2ccc3nc4n(c(=O)c3c2)CCCCC4)c1,111.0,1.4
CCOC(=O)c1cc(-c2cccc(C(F)(F)F)c2)n[nH]1,96.0,-0.5
Cc1cc2n(n1)CCCN2C(=O)Nc1ccc(F)c(Cl)c1,109.0,0.1
CCN1CCCC(OC(=O)C(c2ccccc2)c2ccccc2)C1 (stereo not given),98.0&101.0,-0.9&0.2
Nc1nc2ccc(Oc3ccccc3)cc2s1,102.0,0.3
NNC(=O)c1ccc(OCc2ccc(F)cc2)cc1,100.0,-0.5
CC1(C)CC(NCc2ccccc2)CCO1 (stereo not given),100.0,-0.8
# Next section:
SMILES,PV pol inh,PV pol inh FP z-score
c1ccc(-c2nc(C3CCCCC3)no2)cc1,107.0,0.5
Cc1ccc(NC(=O)c2ccc3nc(Cc4ccccc4)oc3c2)cc1F,109.0,0.4
Cc1onc(-c2ccccc2)c1NC(=O)N(CCC#N)C(C)C,101.0,-0.2
CC1(C)CC(C(=O)COc2ccc3ccc(=O)oc3c2)CCO1 (stereo not given),101.0,0
O=C(O)COc1ccc(/C=C2/NC(=S)NC2=O)cc1,104.0,0.4
CSc1nnc(NC(=O)Cc2coc3cc(C)ccc23)s1,120.0,0.3
c1ccc(Cn2ncc3c2ncn2nc(-c4ccncc4)nc32)cc1,102.0,-0.3
C#CCNCc1ccccc1,105.0,1
CC1CCCC(C)N1C(=O)CSc1ccc(-c2ccc3c(c2)OCCO3)nn1 (stereo not given),104.0,1
CCc1ccc(C2C(C#N)=C(N)OC3=C2C(=O)CCC3)cc1 (stereo not given),100.0,-0.1
CCOc1ccccc1C(=O)N1CC(C)N(C(=O)c2ccccc2OCC)CC1C (stereo not given),99.0,-0.8
CC1Cc2ccccc2N1C(=O)COc1ccc(C(=O)c2ccc(F)cc2)cc1 (stereo not given),100.0,-0.6
COC(=O)c1c(C)nn(CCC#N)c1N,100.0,-0.5
COc1cccc(NC(=O)COC(=O)C2CCCCC2)c1,101.0,-0.2
N#Cc1cccc(C(=O)Cc2cccc(Oc3ccccc3)c2)c1,106.0,0.4
COC(=O)c1sc(-n2cccc2)c(C(=O)OC)c1C,103.0,0.4
Cc1cccc(C)c1NC(=O)C(=O)NCC(c1ccc2c(c1)OCO2)N1CCOCC1 (stereo not given),107.0,-0.1
O=C(NC1CCCCC1)c1ccc(Cn2c(SCc3ccc(F)cc3)nc3cccnc32)cc1,115.0,0.8
Cc1cccc(NC(=O)Nc2nnc(N3CCCC3)s2)c1,107.0,0
Cc1ccc(SCCC(=O)N2CCCC2)cc1,99.0,-0.2
CC(C)CNS(=O)(=O)C1CCS(=O)(=O)C1 (stereo not given),102.0,-0.1
Cc1cc(Cl)c2ccccc2[n+]1[O-],99.0,-0.1
O=C(Cc1csc(N2CCOCC2)n1)N/N=C/c1ccc(F)cc1,99.0,-0.5
COc1ccc(NCc2nnc(SCC(N)=O)n2-c2ccc(C)cc2)cc1,103.0,0.3
CCOc1ccc(N)cc1OCC,100.0,-0.4

# Another view of part of the listing above:
SMILES: CCOc1ccccc1C(=O)N1CC(C)N(C(=O)c2ccccc2OCC)CC1C (stereo not given)
  PV pol inh: 99.0
  PV pol inh FP z-score: -0.8
SMILES: O=C(Cc1csc(N2CCOCC2)n1)N/N=C/c1ccc(F)cc1
  PV pol inh: 99.0
  PV pol inh FP z-score: -0.5
SMILES: CC(=O)Nc1ccc(S(=O)(=O)N(C)CC(=O)OCc2cn3cc(Cl)ccc3n2)cc1
  PV pol inh: 105.0
  PV pol inh FP z-score: 0.3
SMILES: COc1cccc(NC(=O)COC(=O)C2CCCCC2)c1
  PV pol inh: 101.0
  PV pol inh FP z-score: -0.2

# (cont.)
SMILES,PV pol inh,PV pol inh FP z-score
CC1=CC(=C(C#N)c2nc3ccccc3s2)C=C(C)N1CC1CCCO1 (stereo not given),106.0,0.5
Cc1ccc2c(c1)N(C(=O)N1CCCC(C(=O)NCc3ccc(Cl)cc3)C1)CC(C)O2 (stereo not given),102.0,-0.1
Cc1ccc(S(=O)(=O)c2cnc(SCC(=O)Nc3ccc4c(c3)OCCO4)[nH]c2=O)cc1C,102.0,-0.8
CCOC(=O)c1c(NC(=O)c2cc3ccccc3c(=O)o2)sc2c1CCCCCC2,102.0,0.1
CN(C)/C=C/C(=O)c1cc(OCC(F)(F)F)ccc1OCC(F)(F)F,104.0,0.1
CCc1ccc2oc(-c3cc(NC(=O)c4cccnc4)cc(C)c3O)nc2c1,104.0,-0.2
Cc1ccc2nc(-c3ccc(O)cc3)c(Nc3ccc4c(c3)OCO4)n2c1,110.0,0.9
COc1ccc(O)c(C(=O)c2cnn(-c3nnc(C)c(=O)[nH]3)c2)c1,108.0,0.8
CCOC(=O)Cn1c(=O)oc2cc(S(=O)(=O)N3CCN(c4cc(C)ccc4C)CC3)ccc21,105.0,0.2
Cc1nc(-c2ccc(-n3nncc3-c3cccs3)cc2)cs1,103.0,0
CN1C(=O)/C(=C2\SC(N3CCCCCC3)=NC2=O)c2ccccc21,103.0,1.2
Cc1ccc(C)c(Cn2c(=O)c3c(nc4n3CCN4c3ccccc3)n(C)c2=O)c1,102.0,-0.8
COc1cccc(NC(=O)CNCC(O)c2ccccc2)c1 (stereo not given),99.0,-0.4
COc1cccc(-n2c(C)nc3c(cnn3-c3ccc(Cl)cc3)c2=O)c1,105.0,1.8
CC(=O)N1CCOc2cc(S(=O)(=O)N(C)Cc3ccccc3)ccc21,103.0,0.8
Nc1ccc2nc(SCC(=O)c3ccc(F)cc3)sc2c1,107.0,0.5
COc1ccc2c(c1)CCc1c(C(=O)Nc3ccc(C#N)cc3)noc1-2,104.0,0.1
N#CC(C#N)=C(C#N)c1ccc(N(c2ccccc2)c2ccccc2)cc1,101.0,0
COc1cccc(NC(=O)Cn2cc(S(=O)(=O)N3CCCC3)c(S(=O)(=O)N3CCCC3)c2)c1,114.0,1.3
CCCC(CCC)C(=O)Nc1ccc(NC(=O)c2ccco2)cc1,103.0,0.2
CC(=O)Nc1ccccc1OC(=O)c1sc2ccccc2c1Cl,100.0,-0.7
CCc1ccccc1NC(=O)N1CCCC1C(=O)O (stereo not given),98.0,-2.1
O=C(NC1CCCC1)c1cccc(S(=O)(=O)N2CCCC2)c1,100.0,-0.9
CCCCNC(=O)CC1N=C2c3ccccc3N=C(SCC(=O)N3CCN(c4ccccc4)CC3)N2C1=O (stereo not given),105.0,1.4
COc1cccc(C2C(=O)N(C3CCCCC3)CC(=O)N2CCc2ccc(OC)c(OC)c2)c1 (stereo not given),111.0,0.4

# Ordered by length of the SMILES (highest first): three of the compounds above.
SMILES,PV pol inh,PV pol inh FP z-score
COc1cccc(C2C(=O)N(C3CCCCC3)CC(=O)N2CCc2ccc(OC)c(OC)c2)c1 (stereo not given),111.0,0.4
COc1ccc2c(c1)CCc1c(C(=O)Nc3ccc(C#N)cc3)noc1-2,104.0,0.1
CN1C(=O)/C(=C2\SC(N3CCCCCC3)=NC2=O)c2ccccc21,103.0,1.2

# (further entries)
SMILES,PV pol inh,PV pol inh FP z-score
CC(c1ccc(-n2cncn2)cc1)N(C)c1ncnc2sc3c(c12)CCCC3 (stereo not given),104.0,0.2
O=C(Nc1sc2c(c1C(=O)NCC1CCCO1)CCCC2)c1cc(=O)c2ccccc2o1 (stereo not given),104.0,-0.6
COc1ccccc1N=c1scc(-c2ccco2)n1/N=C/c1ccccn1,102.0,0
COc1ccc(-c2nsc(NC(=O)c3oc4ccccc4c3C)n2)cc1,111.0,1.2
COc1ccc(CNC(C)=O)cc1,101.0,-0.3
Oc1ccc(-c2nc3ccc(Cl)cn3c2Nc2ccc(Cl)cc2)cc1,103.0,-0.5
Cc1ccc2nc(-c3ccc(O)c(O)c3)cn2c1,105.0,0.3
CCOC(=O)C1=C(N)Oc2c(c(=O)[nH]c3ccccc23)C1c1ccc(OC)c(OC)c1 (stereo not given),102.0,-0.1
CC(C)Nc1nc(Cl)nc(Nc2ccc(-c3nc4ccccc4o3)cc2)n1,99.0,-0.4
O=C(O)CN=CC1=C(O)CC(c2ccccc2)CC1=O (stereo not given),101.0,0.2
O=C(CN1C(=O)C2C3C=CC(C3)C2C1=O)N1CCN(c2ccccc2)CC1 (stereo not given),102.0,0.4
CN1CC(=O)NC(=O)C1,84.0*,-3*
CCC(C)(C)C(=O)Nc1nnc(COC)s1,101.0,-0.2
COc1ccc(Cl)cc1C(=O)Nc1nnc2n1CCS2,105.0,-0.5
Cc1ccc(N(Cc2ccc(C(=O)N3CCOCC3)cc2)S(C)(=O)=O)cc1C,109.0,0.8
CC(C)(C)c1nc(N)nc(NNS(=O)(=O)c2ccccc2C(F)(F)F)n1,102.0,0.3
NC(=O)C(Cc1ccccc1)NC(=O)c1ccc(Cl)cc1Cl (stereo not given),107.0,0.6
CCC(C)C1=NN(C(=O)c2ccccc2)C(O)(C(=O)OC)C1 (stereo not given),111.0,0.9
CCOc1ccc(NC(=O)N2CCN(c3ccc(Cl)c(Cl)c3)CC2)cc1,117.0,0.1
COC(=O)c1cn(Cc2ccc(C#N)cc2)c2ccccc12,102.0,-0.3
O=c1[nH]c2c(cnn2-c2ccccc2)c(=O)n1-c1ccc(Cl)c(Cl)c1,101.0,0
N#CC(Nc1ccc(Cl)cc1Cl)c1ccccc1 (stereo not given),103.0,0.2
Cc1ccc(CNC(=O)c2nnc(Cc3cccc(F)c3)o2)cc1,104.0,-0.5
COc1ccc(C2=NN(CC(=O)NCCN3C(C)CCCC3C)C(=O)CC2)cc1 (stereo not given),100.0,0
N#C/C(=C\N1CCC(n2cccc2)CC1)S(=O)(=O)c1ccccn1,110.0,1.3

# The final 3 entries of the section above lead into the next:
SMILES,PV pol inh,PV pol inh FP z-score
Cc1ccc(CNC(=O)c2nnc(Cc3cccc(F)c3)o2)cc1,104.0,-0.5
COc1ccc(C2=NN(CC(=O)NCCN3C(C)CCCC3C)C(=O)CC2)cc1 (stereo not given),100.0,0
N#C/C(=C\N1CCC(n2cccc2)CC1)S(=O)(=O)c1ccccn1,110.0,1.3
Cc1ccc(N(CC(=O)N2CCN(c3cccc(Cl)c3)CC2)S(=O)(=O)c2c(C)noc2C)cc1,110.0,0.8
COc1ccc(CCNC(=O)C(C(C)C)N2C(=O)c3ccccc3C2=O)cc1 (stereo not given),100.0,-0.6
Cc1ccc(N=C2N=C(N)c3ccccc32)cc1Cl,102.0,0.1
Cc1ccc(OCc2nnc(-c3ccccc3)o2)cc1,107.0,0
O=C(O)C(Cc1ccccc1)NCc1c(O)ccc2c3c(c(=O)oc12)CCCC3 (stereo not given),106.0,0.2
O=C(O)c1ccc(COc2ccc(Cl)cc2)o1,98.0,-0.7
CCOC(=O)c1nn(-c2ccccc2)c(C#N)c1NC(=O)c1nn(CC)cc1Br,104.0,0.7
O=C(Nc1nonc1-c1ccc(Br)cc1)c1ccco1,107.0,0
CC1(C)CC(=O)C=C(OC(=O)c2ccc(C(C)(C)C)cc2)C1,103.0,0.1
COc1cccc(C2=NOC(C(=O)Nc3cccnc3)C2)c1 (stereo not given),101.0,0.2
COc1c(Cl)cc(Cl)cc1C(=O)Nc1cccc(-c2nc3ccccc3o2)c1C,105.0,0.2
CCOC(=O)c1c(N)sc2c1CN(C(=O)OC)N(C(=O)OC)C2,102.0,0.1
N#C/C(=C(/O)COc1ncnc2ccccc12)c1nc2ccccc2[nH]1,134.0,3.9
CCOC(=O)C1=Cc2sc3c(c2CS1)CCCC3,101.0,0
CCN(C(=O)CSc1nc(-c2ccc(C(C)C)cc2)no1)c1cccc(C)c1,98.0,-1.8
O=C(Nc1ccccc1)Nc1ccc(-c2nnc3n2CCCCC3)cc1,104.0,0.2
CCC(=O)n1nc(NCc2ccc(F)cc2)nc1NCc1ccc(F)cc1,102.0,0.3
O=C(c1ccccc1)c1ccco1,105.0,0.4
CCN[C@H]1CN(CCCOC)S(=O)(=O)c2sc(S(N)(=O)=O)cc21,99.0,0
Cc1ccc(OCC(=O)Nc2ccc(OCc3cc(=O)n4ccsc4n3)cc2)cc1,111.0,0.9
C=CCNc1sc(C(=O)c2cccs2)c(N)c1C#N,103.0,0.4
Cc1cc(C)nc(N/C(=N\S(=O)(=O)Cc2ccccc2)Nc2ccccc2Br)n1,102.0,0.2
CN1C(=O)N(CCOc2ccc(Cl)cc2)C(=O)C1(C)C,102.0,-0.2
CC(C)OC(=O)Cn1c(C(=O)OC(C)C)cc2c1ccn2-c1ccc(F)cc1,99.0,-1.1
Cc1ccc(N2CCN(Cc3nnc(-c4ccccc4F)o3)CC2)c(C)c1,101.0,-1

# Bioassay records (PubChem BioAssay)

# An excerpt, so the mix of outcomes need not match the whole.
